Screening data: PubChem BioAssay, several laboratories
Bcl-B Bim block: human Bim-Bcl-B interaction inhibition. 190,000 tested, 0.073% active. bead-based flow cytometry, Bim peptide-Bcl-B binding. inhibition, % at 10 µM. Q9HD36. AID 951;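 note: 0% = tracer peptide without compound and 100% = reference inhibitor peptide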
Mcl-1 Bim block: human Bim-Mcl-1 interaction inhibition; Q07820; Bead-based flow cytometry, Bim peptide-Mcl-1 binding; inhibition, % at 10 µM; AID 1009; 190,000 tested, 0.1% active;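 note: 0% = no compound tracer wells and 100% = peptide blocker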
Target sequence (Q07820 whole entry, looked up): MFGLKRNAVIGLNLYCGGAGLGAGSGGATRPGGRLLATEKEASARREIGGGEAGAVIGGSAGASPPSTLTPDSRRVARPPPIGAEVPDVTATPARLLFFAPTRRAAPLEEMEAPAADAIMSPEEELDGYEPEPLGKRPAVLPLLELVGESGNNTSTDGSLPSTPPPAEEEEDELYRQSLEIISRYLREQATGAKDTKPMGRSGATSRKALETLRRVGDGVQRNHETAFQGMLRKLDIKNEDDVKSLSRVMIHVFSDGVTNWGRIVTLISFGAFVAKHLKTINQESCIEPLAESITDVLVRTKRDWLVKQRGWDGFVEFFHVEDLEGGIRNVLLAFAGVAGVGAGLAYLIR
Bcl-XL Bim block: inhibitors of Bim-Bcl-XL interaction, human; Q07817; Bim peptide-Bcl-XL binding, bead flow cytometry, fluorescence; inhibition, % at 10 µM; 190,000 tested, 0.04% active
Bim-Bfl-1: inhibitors of Bim-Bfl-1 interaction, human; Q16548; Bead-based flow cytometry, Bim-Bfl-1 binding inhibition; inhibition, % at 10 µM; 190,000 tested, 0.12% active;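 note: 0% = wells without compound plus tracer and 100% = blocker peptide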
Mcl1-Bid inh: disrupts binding of human Mcl-1 to Bid peptide; TR-FRET Mcl-1/Bid-Dy647 peptide binding, 1536-well; inhibition, % at 21.7 µM; 220,000 tested, 0.97% active;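 active = compounds that cut the binding signal by more than half at the single screening dose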;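 note: His-tagged Mcl-1 with europium anti-His antibody binding Bid BH3 peptide; 0% = Mcl-1 plus peptide wells and 100% = peptide-only wells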
GSH bead fluor: compound fluoresces at 488/530 nm on GSH beads. GSH beads flow cytometry, compound fluorescence 488/530 nm; stronger effect = higher value. fluorescence (KMESF) at 10 µM. 190,000 tested, 0.25% active. AID 1776; in the data active = fluorescence above about 89;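 note: glutathione beads carrying GST-tagged Bcl family fusion proteins plus one bare bead set; values are compound well signal with DMSO vehicle wells as background; inactives centre near 16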
RGS4-Gao reg: human RGS4-Galphao interaction regulation. P09471. Multiplexed bead flow cytometry, RGS4-Galphao binding; actives lie on both sides. binding response (% of control), % at 10 µM. AID 1415. 220,000 tested, 0.33% active; in the data active = binding response below about 49% or above about 150%; inactive = in between;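 note: fluorescent Galphao activated with aluminum fluoride binding bead-coupled RGS4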
Target sequence (P09471 whole entry, looked up): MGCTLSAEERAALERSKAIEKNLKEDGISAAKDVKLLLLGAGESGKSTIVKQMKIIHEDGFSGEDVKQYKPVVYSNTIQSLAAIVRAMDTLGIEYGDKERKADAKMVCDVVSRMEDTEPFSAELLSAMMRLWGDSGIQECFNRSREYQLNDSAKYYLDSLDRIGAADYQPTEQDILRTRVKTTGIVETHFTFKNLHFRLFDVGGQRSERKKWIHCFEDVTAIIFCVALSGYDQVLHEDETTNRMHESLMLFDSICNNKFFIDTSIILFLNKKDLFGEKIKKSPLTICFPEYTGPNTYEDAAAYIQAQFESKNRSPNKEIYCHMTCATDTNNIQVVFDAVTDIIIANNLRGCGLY
RGS7-Gao: regulators of human RGS7-Galphao interaction; binding response (% of control), % at 10 µM; P09471; AID 1439; Multiplexed bead flow cytometry, RGS7-Galphao binding; actives lie on both sides; 220,000 tested, 0.35% active; in the data active = binding response below about 49% or above about 150%; inconclusive = no clear call, values can overlap the other calls; inactive = in between;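 note: fluorescent Galphao held in activated GDP-AlF4 state binding bead-coupled RGS7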
Bcl-W Bim block: human Bim-Bcl-W interaction inhibition | 190,000 tested, 0.02% active | AID 952 | bead-based flow cytometry, Bim peptide-Bcl-W binding | Q92843 | inhibition, % at 10 µM;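 note: 0% = bound tracer without compound and 100% = peptide blocker; higher means less fluorescent Bim peptide bound to Bcl-W beads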
RGS8-Gao: human RGS8-Galphao interaction regulation | P09471 | multiplexed bead flow cytometry, RGS8-Galphao binding; actives lie on both sides | response (percent of control binding), % at 10 µM | 220,000 tested, 0.34% active | AID 1423; in the data active = response below about 60% or above about 140%; inactive = in between;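 note: Galphao activated as the GDP aluminium fluoride complex binding bead-coupled RGS8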
Bcl-2 Bim block: disrupts Bim peptide binding to human Bcl-2 | inhibition, % at 10 µM | 190,000 tested, 0.06% active | P10415 | Bead-based flow cytometry, Bim peptide-Bcl-2 binding; in the data active = inhibition above about 40%; inconclusive = no clear call, values can overlap the other calls;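 note: 0% = no compound wells with probe peptide and 100% = reference peptide inhibitor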
Starred values were filed as active, the others as inactive; ? = inconclusive. Cut-off read from the data, not from the text of the source, unless noted: active = inhibition above about 40%.

SMILES | Bcl-B Bim block | Mcl-1 Bim block | Bcl-XL Bim block | Bim-Bfl-1 | Mcl1-Bid inh | GSH bead fluor | RGS4-Gao reg | RGS7-Gao | Bcl-W Bim block | RGS8-Gao | Bcl-2 Bim block
CC(Nc1nc(N2CCOCC2)nc2ccccc12)c1ccccc1 (configuration not stated) | -6 | -26 | -14 | -5 | 2 | 9 | 99 | 103 | -11 | 104 | -8
CN1CCN(c2ccccc2NC(=O)c2ccc([N+](=O)[O-])cc2Cl)CC1 | -5 | 4 | -6 | -6 | -7 | 15 | 100 | ? | -6 | 101 | -7
COc1ccc(CNC(=O)CCn2c(=O)[nH]c3ccccc3c2=O)cc1 | -6 | -2 | -3 | -7 | -2 | 58 | 100 | 101 | -1 | 102 | -5
O=C(Cc1ccc([N+](=O)[O-])cc1)N1CCCc2ccccc21 | -5 | 1 | 0 | 0 | -11 | 13 | 103 | 100 | 0 | 102 | -2
CCN(CC(=O)NCCc1ccc(S(N)(=O)=O)cc1)Cc1nc2cc(OC)c(OC)cc2c(=O)[nH]1 | -2 | 0 | -1 | -10 | -30 | 47 | 91 | 96 | 2 | 99 | -5
CCOC(=O)c1cc2c(ccn2-c2ccc(F)cc2)n1CC(=O)N(CC)CC | 0 | 4 | 1 | -6 | -43 | 27 | 100 | 101 | 4 | 101 | 1
Cc1ccccc1NC(=O)c1cnc2ccccn2c1=O | -9 | -2 | -7 | -7 | -1 | 10 | 101 | 98 | -2 | 100 | -6
CC(c1nnc(Sc2nnnn2-c2ccccc2)n1-c1ccc(F)cc1)N(C)C (configuration not stated) | -5 | -2 | -8 | -15 | -23 | 20 | 101 | 97 | -1 | 102 | -8
CCN1CCN(CCCNC(=O)Cn2cc3c(n2)CCCC3)CC1 | -5 | 0 | -5 | -12 | -29 | 20 | 101 | 105 | 0 | 102 | -9
CCOc1cc(NS(=O)(=O)c2ccc(Cl)cc2)c(OCC)cc1NC(=O)CC(C)C | 0 | -3 | -3 | -1 | -22 | 19 | 95 | 96 | 1 | 97 | -1
CCOC(=O)C(C(=O)OCC)C(C)C#CCN1CCCCC1 (configuration not stated) | -5 | 0 | -8 | -11 | -6 | 14 | 89 | 89 | 0 | 93 | -4
Cc1ccc(S(=O)(=O)c2ccccc2)cc1S(=O)(=O)N1CCOCC1 | 2 | 1 | -3 | 3 | -2 | 26 | 99 | 99 | 3 | 110 | 3
COc1cc(-n2c(C)nc3cc(C(=O)N4CCOCC4)ccc32)cc(OC)c1OC | -5 | 1 | -1 | -9 | -14 | 15 | 96 | 95 | 0 | 99 | -4
CC(=O)N(c1ccccc1)C1CCCC1 | -3 | -2 | -4 | -2 | -3 | 6 | 100 | 100 | -1 | 103 | -3
Cn1c(=O)n(C)c2cc([N+](=O)[O-])c(N3CCN(C(=O)c4ccc(Cl)cc4)CC3)cc21 | -8 | -3 | -6 | -14 | -19 | 33 | 106 | 103 | 0 | 104 | -5
O=C1CSC(c2cn(-c3ccccc3)nc2-c2ccc3c(c2)OCCO3)N1CCN1CCOCC1 (configuration not stated) | -4 | 2 | -2 | -9 | -32 | 28 | 103 | 99 | 1 | 103 | -3
COc1cc2ccccc2cc1C(=O)NC(=S)Nc1cccc(C(=O)O)c1 | 1 | 1 | 2 | -2 | -24 | 10 | 99 | ? | 0 | 101 | -1
CCCn1nnnc1SCC(=O)N1CCCC1 | -3 | 12 | -1 | -9 | -5 | 37 | 97 | 99 | 7 | 99 | -3
N#Cc1c(C(F)(F)F)cc(-c2ccccc2)nc1SCCN1CCOCC1 | -2 | 4 | 0 | -5 | -4 | 11 | 102 | 99 | 3 | 101 | 0
O=C(OC(C(=O)NC1CCCCC1)c1ccccn1)c1cccs1 (configuration not stated) | 3 | -1 | -2 | -2 | -12 | 11 | 99 | 100 | 0 | 99 | 1
COc1ccc(S(N)(=O)=O)cc1C(N)=O | 0 | 0 | 0 | -1 | -4 | 19 | 96 | 97 | 1 | 110 | -1
CCN1C(=O)C(NC(C)=O)c2cc(OC)ccc21 (configuration not stated) | -3 | -4 | 0 | -4 | -4 | 11 | 98 | 100 | -3 | 102 | 0
CCOC(=O)c1c(CN2CCN(C)CC2)oc2ccc(OC)cc12 | 4 | -2 | 0 | 0 | 41 | 15 | 99 | 101 | 0 | 99 | 2
Cn1c(C(C#N)C(=O)c2ccco2)nc2ccccc21 (configuration not stated) | 0 | -3 | -1 | -2 | -23 | 7 | 102 | 112 | -1 | 99 | 0

Four compounds picked at random from the list so far:
SMILES | Bcl-B Bim block | Mcl-1 Bim block | Bcl-XL Bim block | Bim-Bfl-1 | Mcl1-Bid inh | GSH bead fluor | RGS4-Gao reg | RGS7-Gao | Bcl-W Bim block | RGS8-Gao | Bcl-2 Bim block
CCOC(=O)C(C(=O)OCC)C(C)C#CCN1CCCCC1 (configuration not stated) | -5 | 0 | -8 | -11 | -6 | 14 | 89 | 89 | 0 | 93 | -4
COc1ccc(CNC(=O)CCn2c(=O)[nH]c3ccccc3c2=O)cc1 | -6 | -2 | -3 | -7 | -2 | 58 | 100 | 101 | -1 | 102 | -5
CCOC(=O)c1c(CN2CCN(C)CC2)oc2ccc(OC)cc12 | 4 | -2 | 0 | 0 | 41 | 15 | 99 | 101 | 0 | 99 | 2
N#Cc1c(C(F)(F)F)cc(-c2ccccc2)nc1SCCN1CCOCC1 | -2 | 4 | 0 | -5 | -4 | 11 | 102 | 99 | 3 | 101 | 0

As entered above.
Reading for CCN1C(=O)C(NC(C)=O)c2cc(OC)ccc21 (configuration not stated) in RGS8-Gao: 102
Reading for CC(Nc1nc(N2CCOCC2)nc2ccccc12)c1ccccc1 (configuration not stated) in Bcl-B Bim block: -6
Reading for COc1ccc(CNC(=O)CCn2c(=O)[nH]c3ccccc3c2=O)cc1 in Bcl-2 Bim block: -5
Reading for Cn1c(=O)n(C)c2cc([N+](=O)[O-])c(N3CCN(C(=O)c4ccc(Cl)cc4)CC3)cc21 in RGS4-Gao reg: 106

Not a hit list; about 1.8% have a hit in one of these screens.
